Compound activity from PubChem BioAssay.
TGFb inhibitor – qHTS for Inhibitors of TGF-b | HepG2 CAGA-GFP TGF-b/SMAD3 reporter, GFP fluorescence, 18 h; TGF-beta stimulated, 500 pg/mL final | Potency, µM (series often up to 46.1 µM), without a hit: top-dose activity, negative = inhibition, most hits filed as inhibitors | 410,000 compounds, 1.2% hits | AID 588855, 2011; note: % is set by controls: 0 for no effect and ±100 for the full control effect; nearly all actives have a fitted effect of over 65% in size
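Smad-responsive CAGA-GFP expression was quantified in HEPG2 cells exposed to compounds and 500 pg/mL final TGF-beta for 18 h at 37 degrees C; unstimulated wells defined full inhibition.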
EPAC2 antagonist – qHTS for Antagonist of cAMP-regulated guanine nucleotide exchange factor 2 (EPAC2): primary screen | Rap guanine nucleotide exchange factor 4 (Homo sapiens), Q8WZA2 | EPAC2 GEF exchange of Rap1B-BODIPY-GDP, fluorescence | Potency, µM (highest dose often 114 µM), inactives show top-dose activity, negative = inhibition, most hits filed as inhibitors | 360,000 compounds, 0.18% hits; note: % is set by controls: 0 for no effect and ±100 for the full control effect; nearly all actives have a fitted effect of over 45% in size; many of its hits are not listed in these tables
Target sequence (Q8WZA2 whole entry, looked up): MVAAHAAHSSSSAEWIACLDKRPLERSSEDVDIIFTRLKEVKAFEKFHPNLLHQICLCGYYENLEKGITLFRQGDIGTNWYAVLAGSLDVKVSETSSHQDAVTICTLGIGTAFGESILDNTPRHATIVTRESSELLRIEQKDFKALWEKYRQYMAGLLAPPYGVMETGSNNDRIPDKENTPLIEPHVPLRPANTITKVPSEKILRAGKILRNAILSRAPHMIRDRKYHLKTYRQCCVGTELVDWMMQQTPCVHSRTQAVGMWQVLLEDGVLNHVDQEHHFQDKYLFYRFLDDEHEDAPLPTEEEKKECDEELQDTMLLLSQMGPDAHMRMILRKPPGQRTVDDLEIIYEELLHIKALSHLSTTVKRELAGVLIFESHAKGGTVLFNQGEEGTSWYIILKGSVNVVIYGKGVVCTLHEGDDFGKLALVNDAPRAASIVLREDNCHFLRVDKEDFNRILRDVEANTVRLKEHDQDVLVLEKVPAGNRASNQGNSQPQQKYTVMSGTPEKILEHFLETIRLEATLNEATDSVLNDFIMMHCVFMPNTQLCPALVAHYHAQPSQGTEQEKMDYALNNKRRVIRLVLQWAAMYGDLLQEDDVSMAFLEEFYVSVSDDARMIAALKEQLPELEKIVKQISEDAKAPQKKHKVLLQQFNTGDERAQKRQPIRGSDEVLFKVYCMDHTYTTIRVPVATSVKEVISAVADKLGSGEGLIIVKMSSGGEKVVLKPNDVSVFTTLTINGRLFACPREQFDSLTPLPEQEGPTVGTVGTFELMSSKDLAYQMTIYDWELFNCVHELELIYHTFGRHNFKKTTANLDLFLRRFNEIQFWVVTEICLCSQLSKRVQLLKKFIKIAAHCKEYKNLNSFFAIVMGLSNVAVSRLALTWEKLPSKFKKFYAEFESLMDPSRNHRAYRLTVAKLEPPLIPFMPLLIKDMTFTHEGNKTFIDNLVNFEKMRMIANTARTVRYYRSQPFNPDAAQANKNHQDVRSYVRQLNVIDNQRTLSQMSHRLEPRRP
Nrf2 block – Nrf2 qHTS screen for inhibitors | A549 ARE-Fluc reporter, luciferase luminescence, 18-24 h | Potency, µM (series often up to 46 µM), for the others: at the highest dose activity change, negative = inhibition, hits mostly inhibitors | 360,000 compounds, 2.1% hits | AID 504444, 2011; note: % is set by controls: 0 for no effect and ±100 for the full control effect; nearly all actives have a fitted effect of over 60% in size
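Nrf2 activity is the BugLite luminescence, read 15 min after reagent at room temperature, following CellTiter-Fluor cytotoxicity readout (30 min, 37C). Compound titrations were applied for 18-24 h to 5000 A549 ARE_Fluc cells/well in 5% FBS OPTI-MEM.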
HepG2 tox – qHTS for Inhibitors of TGF-b: Cytotox Counterscreen; HepG2 CAGA-GFP viability, ATP luminescence, 18 h; Potency, µM (top dose mostly 46.1 µM), for the others: top-dose activity change, negative = cytotoxicity, most hits filed as cytotoxic; 410,000 compounds, 0.76% hits; note: some results filed as inactive show a strong effect at the top dose
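HepG2 CAGA-GFP cells (1000/well, DMEM with 1% FBS) received compound, then TGF-beta at 500 pg/mL final, and were incubated 18 hours at 37 degrees C. Viability was read by CellTiter-Glo luminescence. Media-only wells were set as complete cell-killing and DMSO as no toxicity.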
ATXN2 expr inh – Primary qHTS for Inhibitors of ATXN expression | 360,000 compounds, 0.72% hits | Potency, µM (doses to about 57 µM), inactives show at the top dose activity change, negative = inhibition, usual class: inhibitors | HEK-293 ATXN2-luciferase reporter, luminescence, 24 h; note: % is set by controls: 0 for no effect and ±100 for the full control effect; nearly all actives have a fitted effect of over 55% in size
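ATXN2-luciferase reporter cells (luciferase flanked by upstream and downstream ATXN2 gene portions) were treated 24 h at 37 °C with compounds at up to 57 uM. SteadyGlo luminescence gave expression; GF-AFC fluorescence gave viability.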
A549 tox – Nrf2 qHTS screen for inhibitors: counterscreen for cytotoxicity; A549 ARE-Fluc cells, CellTiter-Fluor viability, 18-24 h; Potency, µM (top dose mostly 46 µM), inactives show at the highest dose activity change, negative = cytotoxicity, most hits filed as inhibitors; 390,000 compounds, 0.16% hits; AID 504648, 2011; note: % is set by controls: 0 for no effect and ±100 for the full control effect
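Cytotoxicity counterscreen: CellTiter-Fluor fluorescence was measured in A549 ARE_Fluc cells after 18-24 h of compound exposure in a concentration series. The subsequent BugLite luminescent read reports ARE-luciferase activity.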
ATXN viability – Viability Counterscreen for Primary qHTS for Inhibitors of ATXN expression; Potency, µM (top dose mostly 56.7 µM), actives largely listed as cytotoxic; 400,000 compounds, 0.49% hits; S2 cells (HEK-293 line with an ATXN2-luciferase reporter) viability, CellTiter-Fluor protease fluorescence, 24 h; note: nearly all actives have a fitted effect of over 40% in size
MCF10A rereplic – A quantitative high throughput screen for small molecules that induce DNA re-replication in MCF 10a normal breast cells; MCF 10A DNA re-replication, Hoechst nuclear intensity, 48 h; Potency, µM (titrated, usually from 46.1 µM), without a hit: at the top dose activity, positive = re-replication, hits mostly activators; 350,000 compounds, 2.9% hits; AID 624296, 2012; note: % of control where 0% means no effect; nearly all actives have a fitted effect of over 50% in size
Nrf2 ARE act – qHTS of Nrf2 Activators | Potency, µM (series often up to 46.1 µM), for the others: at the highest dose activation, actives largely listed as activators | AREc32 ARE-luciferase reporter (MCF7-derived line), luminescence, 24 h | 410,000 compounds, 0.31% hits; note: % of control where 0% means no effect; nearly all actives have a fitted effect of over 65% in size
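Cells of the AREc32 ARE-luciferase line are plated in OPTI-MEM containing 5% FBS and left overnight at 37 deg C. Compounds are pinned in, incubation continues 24 hr, and firefly luciferase signal is then measured.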
* marks the source's active call; other numbers are inactive results; i = inactive; ? = inconclusive; . = not tested or not shown; & = joins results of further samples; [ ] = another dose, or the depositor's remark. Calls come from the whole dose curve; as a rule, active = well fitted curve in the direction sought with a large enough effect; inconclusive = small, poorly fitted or top-dose-only effect, or another doubt; inactive = no such curve, though single readings can be large; an effect the other way counts as inactive or inconclusive. Potency is the fitted concentration of half-maximal effect. These rows are one share of the data, so the mix of outcomes need not match the whole.

no.	Structure	A549 tox	TGFb inhibitor	ATXN2 expr inh	ATXN viability	MCF10A rereplic	HepG2 tox	EPAC2 antagonist	Nrf2 block	Nrf2 ARE act
1	O=C(NCc1ccccc1)c1onc(CSc2ccccn2)c1C(=O)NCc1ccccc1	0.4%	5.3%	2.5%	i	-0.1%	-9.1%	-6.6%	-25.6%	1.6%
2	CC1(C)CC(=O)C2=C(C1)NCN(CCCN1CCOCC1)C2	1.6%	-19.5%	-4.6%	i	-0.7%	-3.0%	-2.8%	11.4%	0.4%
3	COc1ccc(C)c(NC(=O)C2CC(=O)NC3=C2C(=O)CCC3)c1 (centres undefined)	4.1%	-19.1%	-0.3%	i	2.4%	-25.2%	5.5%	-4.5%	0.4%
4	O=C(O)Cn1nnc(-c2ccc(OCc3ccccc3)cc2)n1	1.4%	20.5%	15.9%	i	-3.9%	-56.4%	-12.0%	10.8%	-0.7%
5	COc1ccc(Br)cc1CNC(=O)CCCn1c(=O)c2cccn2c2cccnc21	-0.3%	?	.	.	.	-27.6%	.	?	6.1%
6	Cc1ccccc1CN1C(=O)c2ccccc2Sc2ccc(C(=O)NC3CCCC3)cc21	-1.6%	-2.2%	.	.	.	-1.1%	.	.	-0.5%
7	O=C(COC(=O)c1cnc(Cl)c(Cl)c1)Nc1ccc(S(=O)(=O)N2CCCC2)cc1	-0.2%	-13.3%	.	i	-1.1%	-2.6%	-2.9%	-1.1%	7.8%
8	COc1ccc(C2=NN(CC(=O)NCc3ccccc3Cl)C(=O)CC2)cc1	-4.6%	-17.7%	.	.	.	-6.3%	.	.	1.0%
9	[O-][n+]1ccccc1SCc1ccccc1	-2.2%	0.4%	12.1%	i	-12.0%	-0.9%	12.7%	3.1%	-0.8%
10	Cc1onc(-c2c(Cl)cccc2Cl)c1C(=O)NC1C(=O)N2C1SC(C)(C)C2C(=O)O (centres undefined)	5.8%	-12.1%	-6.9%	i	1.2%	0.4%	-9.9%	-1.1%	0.2%
11	COC(=O)CCCC1=CC2=C(c3ccccc3)C(=O)C(C)(OC(=O)C3CCCC3)C(=O)C2=CN1c1ccccc1 (centres undefined)	-3.2%	0.9%	-18.3%	i	7.4%	-8.7%	10.5%	-3.9%	4.2%
12	O=C(CNc1cccc(S(=O)(=O)N2CCOCC2)c1)Nc1ccccc1F	1.8%	0.0%	12.1%	i	0.5%	-4.6%	3.8%	4.2%	-0.4%
13	CCOC(=O)C1(Cc2cccc(OC)c2)CCN(Cc2cc(OC)ccc2OC)CC1	-14.8%	?	-13.2%	i	?	-14.5%	-6.4%	?	0.2%
14	CCOc1ccccc1C1C(C#N)=C(N)SC(N)=C1C#N	-14.4%	45.4%[activator]	-0.6%	i	7.8%	21.5%	4.9%	.	3.3%
15	CCN1C(=O)C2(c3ccccc31)c1c(oc3ccc(F)cc3c1=O)C(=O)N2CCCOC (centres undefined)	-4.8%	-2.8%	6.6%	i	.	-20.1%	.	-21.4%	1.0%
16	CN(C)c1ccc(N2C(=NC(=O)COc3ccccc3)SC3CS(=O)(=O)CC32)cc1 (centres undefined)	6.2%	-0.8%	8.7%	i	-1.1%	4.8%	-0.1%	7.6%	-0.5%
17	CC1CCN(C(=O)c2ncn(Cc3ccccc3)c2C(=O)N2CCC(C)CC2)CC1	-0.4%	9.0%	4.2%	i	-44.1%[inhibitor]	2.8%	17.1%	1.9%	-0.5%
18	O=C(NCCO)c1scc2c1OCCO2	-6.0%	1.4%	7.5%	i	-2.9%	-14.6%	-1.4%	-12.8%	0.0%
19	Cc1nn(C)cc1/C=N/NC(=O)C(C)(C)Oc1ccc(Cl)cc1	0.5%	-4.5%	15.6%	i	-1.4%	4.5%	-1.7%	.	-0.8%
20	O=C(COC(=O)c1ccccc1)Nc1ccccc1Br	-10.2%	-6.4%	-16.5%[11.3 µM]	i	-3.1%	2.1%	6.2%	-0.9%	0.1%
21	COc1ccccc1C/C(N)=N/OC(=O)c1cccs1	0.7%	-10.7%	-8.1%	i	-1.6%	-18.2%	12.6%	5.9%	23.9%
22	CON/C=C(\C=Nc1ccc(Cl)cc1)c1ncc(C(F)(F)F)cc1Cl	-8.8%	-4.4%	1.1%	i	7.6%	-21.9%	-10.6%	13.6%	0.1%
23	COc1cc(OC)c(C(=O)O/N=C(\N)c2cccc(C)c2)cc1OC	-7.9%	-3.2%	1.4%	i	16.1%	-25.5%	-0.8%	-12.6%	6.4%
24	CN1CCOc2c1cnn(CCO)c2=O	.	?	11.1%	i	.	-18.1%	-2.5%	.	-1.2%
25	CCCN(C(=O)c1ccc2c(=O)n3c(nc2c1)CCCCC3)c1cccc(Cl)c1	-11.2%	.	.	.	.	-26.4%	.	?	4.4%
26	COc1ccc(-n2ncc3c(NCCCn4ccnc4)ncnc32)cc1	10.8%	12.0%	10.0%	i	-164.2%[0.0737 µM]	-14.1%	-3.7%	?	3.8%
27	COc1ccc(/C=C/C(=O)NNc2cc(=O)n(C)c(=O)n2C)cc1OC	0.4%	7.3%	-6.3%	i	-3.7%	3.9%	15.6%	-3.2%	0.4%
28	COc1ccc2[nH]c3c(c2c1)CCC/C3=N\N	1.8%	4.0%	10.9%	i	0.1%	-1.6%	-12.7%	7.4%	1.8%
29	CCN(CC(=O)NC1CCS(=O)(=O)C1)S(=O)(=O)c1ccc(Cl)cc1C(F)(F)F (centres undefined)	0.0%	-12.3%	0.7%	i	4.8%	-23.8%	-3.3%	3.9%	0.7%
30	O=C(NNC(=O)c1cc(S(=O)(=O)N2CCCCC2)ccc1Cl)c1ccccc1O	-0.2%	?	.	?	-1.4%	-34.1%	-3.1%	4.9%	-0.2%
31	Cc1cc(NC(=O)CCC(=O)N(c2ccccc2)C(C(=O)NC2CCCCC2)c2cccs2)no1 (centres undefined)	-9.0%	?	5.3%	i	-3.5%	-11.6%	-9.6%[57.1 µM]	2.9%	0.4%
32	COc1ccc(C(=O)c2sc(Nc3ccccc3)c(C(=O)Nc3ccc(OC)c(OC)c3)c2N)cc1	?	-24.3%	-10.9%	i	-1.6%	-27.5%	-5.2%	?	8.4%
33	COC(=O)N(C)C[C@@H]1OCc2cnnn2CCCC(=O)N([C@H](C)CO)C[C@@H]1C	.	-9.6%	5.3%	i	.	-12.2%	-5.6%	.	-0.4%
34	COc1ccc(NC(=O)CS(=O)CC(=O)Nc2ccc(F)cc2F)cc1 (centres undefined)	-15.4%	20.4%	-1.9%	i	-7.8%	8.2%	3.3%	-16.8%	-0.3%
35	CC(C)COC(=O)c1ccc(NC(=O)C2C3CCC(C3)C2C(=O)O)cc1 (centres undefined)	3.3%	10.2%	71.6%[activator]	i	8.0%	-26.4%	-6.1%	.	2.9%
36	COc1ccc(-c2nc(CS(=O)(=O)CC(=O)NCCCN3CCN(C)CC3)c(C)o2)cc1	?	8.6%	4.0%	i	11.9%	2.1%	1.5%	?	0.2%
37	O=C(CS(=O)(=O)Cc1ccccc1)NCC1CCCO1 (centres undefined)	-5.5%	7.4%	1.0%	i	-8.3%	18.6%	12.8%	1.2%	-0.1%
38	CNC(=O)NC(=O)C(C)OC(=O)c1c2c(nc3ccccc13)/C(=C/c1cccs1)CC2 (centres undefined)	25.5%	?	-0.1%	.	?	11.4%	?	?	0.5%
39	COC(CNC(=O)C(=O)Nc1cc2c3c(c1)CCN3C(=O)CC2)OC	8.7%	-3.0%	12.2%	i	-1.4%	-6.0%	7.4%	-26.8%	0.9%
40	O=C(O)COc1ccc(/C=N/NC(=O)/C(=C/C=C/c2ccccc2)NC(=O)c2ccccc2)cc1	13.7%	-7.2%	168.6%[activator]	i	-4.4%	-17.1%	-0.6%	1.0%	2.3%
41	CC(C)(C)NC(=O)Cn1nnc(-c2ccc(Cl)cc2)n1	-0.2%	-3.3%	4.7%	i	5.2%	-24.5%	-0.5%	12.4%	-0.2%
42	O=C(OCc1ccccc1)C1=NNC2C(=O)N(Cc3ccccc3)C(=O)C12 (centres undefined)	-0.9%	8.3%	2.6%	i	1.3%	6.9%	3.6%	?	-0.9%
43	O=C1C=C(c2ccc(F)c(Cl)c2)C[C@@H](c2ccc(F)cc2)C1	3.8%	-22.2%	12.3%	i	17.7%	-16.9%	-11.7%	-16.7%	-1.2%
44	O=C(NCCN1CCOCC1)c1cc([N+](=O)[O-])ccc1Cl	1.0%	-1.8%	3.1%	i	9.8%	4.5%	14.8%	-3.2%	0.1%
45	Cc1ccc(C)c(Nc2ccc3nonc3c2[N+](=O)[O-])c1	-23.9%	-12.2%	0.4%	?	3.1%	-0.7%	4.4%	?	-0.5%
46	CC(=O)N1CCN(C(=O)CSc2ncnc3sc(C)c(C)c23)CC1	-3.5%	-14.6%	12.5%	i	-4.0%	-5.7%	-1.3%	-15.1%	-0.4%
47	O=C(CSc1nnc(-c2cccnc2)n1-c1ccccc1)Nc1ccc2c(c1)OCO2	-3.4%	-1.0%	-7.0%	?	1.3%	-9.5%	10.8%	1.0%	4.0%
48	Cc1ccc(C(=O)OCC(=O)NCc2ccccc2)cc1S(=O)(=O)N1CCCCC1	-12.8%	-10.1%	3.1%	i	1.2%	-13.9%	-12.7%	?	-0.3%
49	CCOc1ccccc1CNC(=O)CCn1ccc2cc(S(=O)(=O)N3CCCCC3)ccc21	?	?	-22.6%	i	15.1%	-9.9%&-5.2%	4.9%	?	4.2%&-0.5%
50	Cc1ccc(C(c2nnnn2C2CCCCC2)N(C)C2CCCCC2)cc1 (centres undefined)	0.7%	-6.3%	-19.9%	i	?	-9.2%	?	25.9µM*	0.1%

An excerpt from above, limited to EPAC2 antagonist and TGFb inhibitor.
entry	canonical_smiles	EPAC2 antagonist	TGFb inhibitor
44	O=C(NCCN1CCOCC1)c1cc([N+](=O)[O-])ccc1Cl	14.8%	-1.8%
45	Cc1ccc(C)c(Nc2ccc3nonc3c2[N+](=O)[O-])c1	4.4%	-12.2%
